OX1R antag – antagonists of human orexin 1 receptor (OX1R). O43613. OX1R-expressing cells, FRET antagonist read-out. inhibition, % at 6.6 µM. 330,000 tested, 1.8% active; in the data active = inhibition mostly above about 38%, no sharp cut-off; inactive = mostly below about 40%;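 also: 0% = agonist challenge alone and 100% = reference antagonist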
Target sequence (O43613 whole entry, looked up): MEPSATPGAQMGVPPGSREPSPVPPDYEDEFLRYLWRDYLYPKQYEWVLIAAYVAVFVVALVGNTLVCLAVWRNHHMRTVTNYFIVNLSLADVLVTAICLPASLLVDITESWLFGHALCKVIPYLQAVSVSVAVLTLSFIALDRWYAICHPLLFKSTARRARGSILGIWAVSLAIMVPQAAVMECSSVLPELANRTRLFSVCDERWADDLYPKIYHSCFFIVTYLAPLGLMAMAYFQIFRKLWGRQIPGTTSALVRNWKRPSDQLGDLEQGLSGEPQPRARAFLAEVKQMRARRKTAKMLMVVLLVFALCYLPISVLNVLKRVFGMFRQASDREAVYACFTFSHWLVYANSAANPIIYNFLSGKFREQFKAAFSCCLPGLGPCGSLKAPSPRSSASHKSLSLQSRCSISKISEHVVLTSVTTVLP
STK33 inh – inhibitors of human STK33 kinase. 320,000 tested, 0.073% active. purified STK33, MBP phosphorylation, ADP-Glo luminescence. Q9BYT3. inhibition, % at 10 µM;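 active = inhibition at or above 25%, using the most active replicate where run in duplicate; inactive = inhibition below 25%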
Target sequence (Q9BYT3 whole entry, looked up): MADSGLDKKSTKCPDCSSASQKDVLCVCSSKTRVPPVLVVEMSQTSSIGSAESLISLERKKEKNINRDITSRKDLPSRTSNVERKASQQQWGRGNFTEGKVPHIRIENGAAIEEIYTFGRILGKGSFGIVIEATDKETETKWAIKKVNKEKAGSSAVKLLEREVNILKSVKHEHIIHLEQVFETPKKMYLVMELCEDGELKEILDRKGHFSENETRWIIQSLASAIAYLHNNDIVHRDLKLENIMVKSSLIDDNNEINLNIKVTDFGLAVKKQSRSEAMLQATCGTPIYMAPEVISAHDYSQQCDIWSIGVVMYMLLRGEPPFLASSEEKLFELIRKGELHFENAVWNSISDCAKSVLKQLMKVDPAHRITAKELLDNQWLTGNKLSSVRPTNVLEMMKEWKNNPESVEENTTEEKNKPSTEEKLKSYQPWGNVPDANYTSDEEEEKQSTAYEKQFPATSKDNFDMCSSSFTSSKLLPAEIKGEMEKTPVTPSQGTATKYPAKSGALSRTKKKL
The depositor's hits bear a star; · = not tested or not shown.

Values in the order – OX1R antag | STK33 inh
[1] CN1CCN(c2oc(-c3ccco3)nc2S(=O)(=O)c2ccccc2)CC1
→ 6 | -0.2
[2] COc1ccc(NC(=O)c2cc(-c3ccc(C)cc3O)n[nH]2)c(OC)c1
→ 11 | -2.0
[3] O=C(CS(=O)(=O)c1ccc(F)cc1)Nc1nnc(-c2cccs2)o1
→ 10 | -1.5
[4] CCOC(=O)Cc1csc(NC(=O)c2c(O)c3ccccc3n(CC(C)C)c2=O)n1
→ 9 | -1.3
[5] CS(=O)(=O)Nc1ccccc1C(=O)N1CCCC1
→ 2 | -0.6
[6] O=C(Cn1nnc2ccccc21)N/N=C\c1cccs1
→ 4 | 1.0
[7] COc1cccc(CNC(=O)c2ccc(Cl)c(S(=O)(=O)N3CCOCC3)c2)c1
→ 9 | ·
[8] NC(=S)c1ccc(C(N)=S)o1
→ 21 | 1.8
[9] O=C(CCNS(=O)(=O)c1ccccc1)N1CCN(c2ccccc2F)CC1
→ 22 | -1.7
[10] O=C(Cc1cccc(C(F)(F)F)c1)Nc1ccc(S(=O)(=O)N2CCCC2)cc1
→ 6 | -0.9
[11] COc1cc(C2C(C#N)=C(N)OC3=C2C(=O)CCC3)cc2c1OCO2 (stereo not drawn)
→ 7 | 1.8
[12] CC1=C(C(=O)OC2CCCCCCC2)C(c2cc3c(cc2Br)OCO3)CC(=O)N1 (stereo not drawn)
→ 7 | -1.0
[13] CCOC(=O)C1C(=O)CC(C)(O)C(C(=O)OCC)C1c1ccc(SC)cc1 (stereo not drawn)
→ 13 | 1.0
[14] COc1ccccc1NS(=O)(=O)c1ccc(C(=O)N2CCCC(C(F)(F)F)C2)cc1 (stereo not drawn)
→ 16 | -0.2
[15] Cc1ccc(C(=O)C(OC(=O)CNS(=O)(=O)c2ccccc2)c2ccccc2)cc1 (stereo not drawn)
→ 8 | -1.7
[16] Cn1c(/C(C#N)=C/Nc2ccccn2)nc2ccccc21
→ 30 | -0.7
[17] CCOC(=O)C1=C(C)C2C3C(=O)N(c4cc(C)ccc4C)C(=O)C3C1(C)C1C(=O)N(c3cc(C)ccc3C)C(=O)C21 (stereo not drawn)
→ 13 | -0.2
[18] COCCn1c(SCC(=O)OC(C)C)nnc1-c1ccccc1
→ 4 | -1.2
[19] COc1ccc(OC2CCN(S(=O)(=O)c3ccc(F)cc3)CC2)cc1
→ -5 | -1.5
[20] CC(C)CNC(=O)CSc1n[nH]c(=O)n1CCc1ccccc1
→ -10 | -1.4
[21] C[C@@H]1CN(Cc2nc(-c3ccc(Cl)cc3)no2)C[C@H](C)O1
→ 7 | -0.1
[22] CC(=O)Nc1ccc(C(=O)OCC(=O)N2CCCC2=O)cc1
→ -1 | -0.8
[23] COc1ccc(OCCn2cnc3ccccc32)cc1
→ · | -0.5
[24] CC(C)C(=O)NC(Nc1ccc(S(N)(=O)=O)cc1)C(Cl)(Cl)Cl (stereo not drawn)
→ 24 | -1.5
[25] Cn1c(SCC#N)nnc1-c1cccnc1
→ 12 | -0.5
[26] CCOc1nc(C)ccc1-c1noc(CC)n1
→ 8 | -1.2
[27] O=C1CCC(/C=C/c2ccccc2)=NN1Cc1ccc(Cl)c(Cl)c1
→ 15 | 1.3
[28] O=C(COC(=O)Cn1cnc2ccccc21)Nc1ccc2c(c1)OCCO2
→ 1 | -0.5
[29] COc1ccc(NC(=O)c2c(F)cccc2F)cc1S(=O)(=O)Nc1ccc(Br)cc1
→ 13 | ·
[30] CCOC(=O)Cn1nc(C)c2ccccc2c1=O
→ 11 | -1.8
[31] COc1ccc(OCCSc2nnc(-c3ccc(OC)cc3)n2N)cc1
→ 27 | -2.7
[32] CC1CN(C(c2cccs2)c2sc3ncnn3c2O)CC(C)O1 (stereo not drawn)
→ 7 | -3.1
[33] Cc1cc(C)nc(NS(=O)(=O)c2ccc(NC(=O)CCN3C(=O)c4ccccc4C3=O)cc2)n1
→ 8 | 0.3
[34] CCCCn1c(O)c(N=Nc2ccccn2)c2ccccc21
→ 20 | -0.7
[35] Cc1ccc(S(=O)(=O)Nc2cccc(CP(=O)(c3ccccc3)c3ccccc3)c2)cc1
→ 5 | -0.5
[36] CCn1cc(CN2CCN(Cc3ccccc3)C(CCO)C2)c2ccccc21 (stereo not drawn)
→ 6 | -0.4
[37] Cc1ccc2nc(N3CCN(C(=O)CCC(=O)O)CC3)nc(-c3ccccc3)c2c1
→ 11 | -2.5
[38] Cc1c(C(=O)N2CCN(CCc3ccccn3)CC2)oc2ccc(Cl)cc12
→ 3 | 0.1
[39] O=S(=O)(Nc1cccc2cccnc12)c1ccc(S(=O)(=O)N2CCCC2)cc1
→ 24 | -1.2
[40] Cc1cc(OC(C)C(=O)N(Cc2cccs2)C2CCS(=O)(=O)C2)ccc1Cl (stereo not drawn)
→ 14 | -1.7
[41] Cc1nn(C)cc1/C=N/n1nnnc1N
→ 9 | 0.2
[42] CCOC(=O)c1[nH]c(C)c(C(=O)Nc2ccc3c(c2)CCC3)c1C
→ 16 | 4.2
[43] COc1ccc(OCC(=O)Nc2ccc(N3CCOCC3)cc2)cc1
→ 5 | -0.4
[44] CC(CNC(=O)COc1ccc2c(c1)OCO2)c1ccccc1 (stereo not drawn)
→ 0 | -1.2
[45] CCOc1ccccc1NC(=O)CCSc1nc2n[nH]c(C)c2c(=N)n1-c1ccccc1Cl
→ 53* | -1.3
[46] CCOc1ccccc1Nc1nnc(SCc2ccc(C(=O)OC)o2)s1
→ 20 | -0.7
[47] Cc1ccc(S(=O)(=O)N(C)C[C@@H]2Oc3c(NC(=O)C4CC4)cccc3C(=O)N([C@@H](C)CO)C[C@@H]2C)cc1
→ -2 | -1.9
[48] Cc1nn(-c2ccccc2)c(C)c1C(=O)OCC(=O)Nc1ccccc1C(F)(F)F
→ 4 | -0.4
[49] FC(F)(F)c1cnc2c(c1)Nc1ccccc1S2
→ 5 | 8.0
[50] Cc1ccc(-c2csc(NC(=O)c3ccccc3Cl)c2C(=O)O)cc1
→ 23 | 0.2
[51] Cn1c(SCc2cccc(F)c2)nnc1-c1cnccn1
→ 8 | -0.5
[52] COc1ccc(C2Nc3ccc4ccccc4c3-c3c2c(=O)oc2ccccc32)cc1 (stereo not drawn)
→ 13 | -1.9
[53] Cc1cccc(Nc2ncccc2C(=O)O)c1C
→ 11 | -3.0
[54] CCc1c(C)sc(NC(=O)c2ccc(Br)o2)c1C(=O)OC
→ 25 | 2.7
[55] Cc1ccc(NC(=O)CCN2C(=O)CSC2=O)cc1
→ 0 | -0.8
[56] COc1ccc(CCNC(=O)CCS(=O)(=O)c2ccc(Br)cc2)cc1OC
→ 5 | -1.2
[57] CC(C)(C)OC(=O)N[C@@H](Cc1ccccc1)C(=O)NCC1CCC(C(=O)N[C@@H](CC(=O)O)C(=O)O)CC1 (stereo partly drawn)
→ 5 | -0.5
[58] COc1ccc(CCN(C)C2CCCN(S(=O)(=O)c3ccc(C)cc3)C2)cc1OC (stereo not drawn)
→ 10 | -1.4
[59] CCn1cc(C(=O)NCc2ccc3c(c2)OCO3)c(=O)c2cc(S(=O)(=O)N3CCOCC3)ccc21
→ 14 | 2.1
[60] CCc1nc2ccccc2c(C(=O)Nc2cc(C)ccc2C)c1C
→ -3 | 0.8

Profiles, looked up by structure. Screens in order: OX1R antag | STK33 inh
`COc1ccc(OCCn2cnc3ccccc32)cc1` is listed as · | -0.5
`COc1ccc(OCCSc2nnc(-c3ccc(OC)cc3)n2N)cc1` is listed as 27 | -2.7
`Cc1cccc(Nc2ncccc2C(=O)O)c1C` is listed as 11 | -3.0
`CCOC(=O)C1=C(C)C2C3C(=O)N(c4cc(C)ccc4C)C(=O)C3C1(C)C1C(=O)N(c3cc(C)ccc3C)C(=O)C21` (stereo not drawn) is listed as 13 | -0.2

(further entries)
Values in the order – OX1R antag | STK33 inh
[61] Cc1cc(NS(=O)(=O)c2ccc(NC(=O)c3c(F)c(F)c(F)c(F)c3F)cc2)nc(C)n1
→ 32 | -2.0
[62] COc1ccc(/C=N/Nc2ncc(-c3ccccc3)cn2)c(OC)c1
→ 23 | -0.1
[63] COc1cccc(C2N(c3ccc(Cl)cc3)C(=O)C3CCCN32)c1 (stereo not drawn)
→ 2 | 0.4
[64] O=C(O)Cn1cnc2sc3c(c2c1=O)CCCC3
→ -1 | -0.5
[65] COc1ccc(CCNC(=O)C(C)SCC(=O)Nc2ccc(F)cc2)cc1 (stereo not drawn)
→ 17 | -1.0
[66] Cn1c(SCc2nc(-c3cccs3)no2)nnc1C1CCCCC1
→ 14 | 0.3
[67] CCc1nc(SCC(=O)NCCc2ccccc2)c2oc3ccccc3c2n1
→ 18 | -0.3
[68] C=CCNC(=S)N1CCC(C(=O)c2ccc3c(c2)OCCO3)CC1
→ 10 | -1.6
[69] S=c1[nH]nc(CSCCOc2ccccc2)o1
→ 3 | 1.1
[70] COc1ccc(C(CNC(=O)C(=O)Nc2ccc3c(c2)OCCO3)N2CCN(C)CC2)cc1 (stereo not drawn)
→ 10 | 5.4
[71] Cc1c(C(=O)NC(C)C2CC3CCC2C3)cccc1[N+](=O)[O-] (stereo not drawn)
→ 20 | -1.8
[72] CCCn1c(=O)c2ccccc2n2c(SCC(=O)N3CCc4ccccc4C3)nnc12
→ 19 | -1.0
[73] COc1cccc(CN(C)CC(=O)NCc2ccccc2Cl)c1
→ 16 | -1.7
[74] COc1ccc(-c2noc(CSc3nc(-c4ccccc4)cc(=O)[nH]3)n2)cc1
→ 13 | -0.5
[75] O=C(COc1ccc(S(=O)(=O)N2CCCCC2)cc1)NCc1ccccn1
→ 13 | -1.1
[76] O=C(Cn1cnc2ccc(Cl)cc2c1=O)c1cccs1
→ -1 | -0.3
[77] CCSc1nnc(NC(=O)COc2ccc(Cl)cc2)s1
→ 10 | -0.6
[78] CC[C@@H](C)[C@H](CN[C@H](CNC)C(C)C)NC[C@@H](C)c1ccc(CC(C)C)cc1
→ 24 | -0.2
[79] Cc1cc(NC(=O)CC2(CC(=O)O)CCCC2)n(C)n1
→ 7 | -1.2
[80] COc1ccc(NC(=O)COC(=O)c2c(F)cccc2Cl)cc1OC
→ 12 | 0.2
[81] CC(=O)N1CCN(c2ccc(N)cc2)CC1
→ 18 | -2.1
[82] Cn1nnnc1SCC(=O)C(C)(C)C
→ 3 | -2.3
[83] COC(=O)c1ccc(CNC(=O)COC(=O)CCC2CCCC2)cc1
→ 5 | -1.1
[84] Cc1ccc(C(=O)CSc2nn3c(=O)c(C(C)(C)C)nnc3s2)cc1
→ 16 | -0.5
[85] O=C(CSc1nnc(-c2ccccc2Cl)o1)Nc1ccccn1
→ 29 | -0.6
[86] CCCSC1=C(C#N)C2(CCCCC2)C(C#N)=C(N)N1
→ 5 | 0.2
[87] C/C(=N\NC(=O)c1cccc(S(=O)(=O)N2CCOCC2)c1)c1ccc(OCC(=O)N(C)C)cc1
→ 16 | 0.2
[88] CCn1cc(C(=O)N[C@@H](C)C(=O)OC)c(=O)c2cc3c(cc21)OCO3
→ -3 | -1.4
[89] COc1ccc(-c2csc(NC(=O)CN3C(=O)C4CCCCC4C3=O)n2)cc1OC (stereo not drawn)
→ 14 | -1.2
[90] CCCCc1nc2ccccc2c(NC(=O)CN2CCCC2)c1CCC
→ 0 | 0.0

Exported with one line to a screen: part of the list above
63. COc1cccc(C2N(c3ccc(Cl)cc3)C(=O)C3CCCN32)c1 (stereo not drawn)
64. O=C(O)Cn1cnc2sc3c(c2c1=O)CCCC3
65. COc1ccc(CCNC(=O)C(C)SCC(=O)Nc2ccc(F)cc2)cc1 (stereo not drawn)
assay / compound,63,64,65
OX1R antag,2,-1,17
STK33 inh,0.4,-0.5,-1.0

More structures.
Values in the order – OX1R antag | STK33 inh
[91] CCc1c(C#N)c(SCc2c(C)noc2C)nc2c1C(=O)CC(C)(C)C2
→ 28 | -0.3
[92] Cc1cc(C)n(CCCNC(=O)C(C)(C)Oc2ccc(Cl)cc2)n1
→ 6 | -0.7
[93] COc1ccc(/C=C2\SC(=S)N(CC(=O)NCCO)C2=O)cc1
→ 24 | 0.0
[94] COc1ccc(NC(=O)N2CCCC2C(=O)Nc2ccccc2)cc1 (stereo not drawn)
→ 21 | -2.2
[95] Cc1ccc(S(=O)(=O)Nc2ccsc2C#N)cc1
→ 3 | -1.4
[96] CC(=O)c1ccc2noc(-c3cccc(F)c3)c2c1
→ 16 | 6.6
[97] Cc1ccc(S(=O)(=O)N2CCC3(CC2)CC(=O)c2ccccc2O3)cc1
→ 29 | -2.6
[98] COc1ccc(Nc2nc(N)nc(CSC(=S)N3CCN(c4ccccc4)CC3)n2)cc1
→ 27 | 0.5
[99] CC1CCCN(Cc2c(O)ccc3c2O/C(=C\c2ccco2)C3=O)C1 (stereo not drawn)
→ 36 | 1.1
[100] OCCN=C1CCCc2c1[nH]c1ccc(Cl)cc21
→ 10 | 0.2
[101] CCn1nnc2cc(C(=O)Nc3cccc(S(=O)(=O)N(C)C)c3)ccc21
→ -1 | -0.2
[102] Cc1ccc(OCC(=O)N2CCN(C3=NS(=O)(=O)c4ccccc43)CC2)cc1
→ 16 | -0.9
[103] Cc1cccc(-n2ncc3c(NCCN4CCOCC4)ncnc32)c1
→ 3 | 0.0
[104] NC(=O)c1ccccc1NC(=O)Nc1cccc(Cl)c1Cl
→ 17 | -0.9
[105] O=C(c1ccc(OC2CCN(C/C=C/c3ccc(F)cc3)CC2)cc1)N1CCCC1
→ 9 | -0.7
[106] C=CCn1c(N)c(C(=O)N2CCN(C)CC2)sc1=S
→ 10 | 0.2
[107] CC(=O)Nc1ccc(NC(=O)c2cc(=O)c3ccccc3o2)cc1
→ 25 | 0.7
[108] S=C(NCc1ccncc1)NC1CCCCC1
→ 15 | 0.8
[109] COc1ccccc1C(CNC(=O)C1CC(=O)N(Cc2ccc(C)cc2)C1)N1CCCC1 (stereo not drawn)
→ 7 | -0.2
[110] Cc1ccc(Sc2c(C)nn(C(=O)CNS(=O)(=O)c3ccc(F)cc3)c2C)cc1
→ 15 | 0.3
[111] COc1cccc(N2[C@@H](CC(=O)O)c3cc(C(F)(F)F)ccc3S2(=O)=O)c1
→ 7 | -1.8
[112] CC(C)C(C(=O)OCC(=O)c1ccc2c(c1)NC(=O)CO2)N1C(=O)c2ccccc2C1=O (stereo not drawn)
→ 20 | 0.6
[113] CC(C)COc1ccc(C(=O)CCN2CCCCC2)cc1
→ 20 | -1.0

Taken from above.
no. 112 @ STK33 inh = 0.6
no. 106 @ OX1R antag = 10

Assay outcomes deposited in PubChem BioAssay by several laboratories.
